Assay outcomes from PubChem.
All columns: NCI-60 one-dose screen, growth in % after 48 h at 10 µM unless noted; 100 = growth as untreated, 0 = no growth, -100 = all killed.
K-562 – K-562 leukemia; actives 7.4% (n = 78,000)
MDA-MB-468 – MDA-MB-468 breast cancer; AID 2202374; actives 8.5% (n = 78,000)
RPMI-8226 – RPMI-8226 leukemia cells | actives 7.5% (n = 77,000)
MCF7 – MCF7 breast cancer | actives 6.3% (n = 82,000)
SR – SR leukemia cells; actives 8.7% (n = 73,000)
MOLT-4 – MOLT-4 leukemia cells. actives 6.9% (n = 80,000). AID 1794779
MDA-MB-231 – MDA-MB-231 breast cancer; AID 1794789; actives 5% (n = 81,000)
MDA-MB-435 – MDA-MB-435 melanoma | actives 7.8% (n = 82,000) | AID 1794794
* marks the source's active call; other numbers are inactive results; & = joins results of further samples. The calls were made as follows: active = growth percent below 10; inactive = the rest.

How did CC(C)(C)CC(C)(C)NCC(O)COc1ccc2c(c1)CCC2 (stereo not given) do in these assays?
K-562: 54.4; MDA-MB-468: 98.8; RPMI-8226: 57.5; MCF7: 89.2; SR: 59.3; MOLT-4: 81.8; MDA-MB-231: 63.8; MDA-MB-435: 94.7

What do the screens show for `CC(C)(C)C1CCC(OC(=O)c2ccccc2)CC1` (stereo not given)?
K-562: 100.5; MDA-MB-468: 94.9; MCF7: 92.9; SR: 109.6; MOLT-4: 106.7; MDA-MB-231: 99.1; MDA-MB-435: 104.5

What do the screens show for `CCC1=CC2CN(C1)Cc1c([nH]c3ccccc13)[C@@](C(=O)OC)(c1cc3c(cc1OC)N(C)[C@H]1[C@@](O)(C(=O)OC)[C@H](OC(C)=O)[C@]4(CC)C=CCN5CC[C@]31[C@@H]54)C2` (stereo not given in full)?
K-562: 17.0; MDA-MB-468: 44.4; RPMI-8226: 31.4; MCF7: 8.1*; SR: 6.9*; MOLT-4: 6.6*; MDA-MB-231: 30.3; MDA-MB-435: 2.3*

How did CCCCC(CC)COC(=O)Cc1ccccc1 (stereo not given) do in these assays?
K-562: 99.5; MDA-MB-468: 102.9; RPMI-8226: 108.6; MCF7: 98.3; SR: 98.5; MOLT-4: 101.5; MDA-MB-231: 114.4; MDA-MB-435: 108.8

Results for CCCCCCc1cc(-c2cc(CCCCCC)nc(N)n2)nc(N)n1 ?
K-562: 98.8; MDA-MB-468: 97.2; RPMI-8226: 113.5; MCF7: 98.8; MOLT-4: 95.0; MDA-MB-435: 100.7

How did CCc1c2ccccc2c(CC)c2ccccc12 do in these assays?
K-562: 88.9; MDA-MB-468: 89.6; RPMI-8226: 93.0; MCF7: 94.8; SR: 102.7; MOLT-4: 78.1; MDA-MB-231: 89.1; MDA-MB-435: 102.8

What do the screens show for `Cc1ccc(NC(=O)c2c(C)oc3ccc(O)c(CN4CCCCCC4)c23)cc1`?
K-562: 75.9; MDA-MB-468: 73.6; RPMI-8226: 91.4; MCF7: 78.4; SR: 83.1; MOLT-4: 92.8; MDA-MB-231: 79.4; MDA-MB-435: 95.9

How did O=S(=O)(c1ccccc1)n1cc(-c2csc(-c3ccc4ccccc4c3)n2)c2cc(F)ccc21 do in these assays?
K-562: 103.1; MDA-MB-468: 99.5; MCF7: 92.4; SR: 97.3; MOLT-4: 93.6; MDA-MB-231: 100.1; MDA-MB-435: 105.7

Results for Clc1ccc(N2N=C(c3cccc(Nc4ccncc4)c3)CC2c2ccc(Br)cc2)cc1 (stereo not given) ?
K-562: 1.4*; MDA-MB-468: -27.1*; RPMI-8226: -2.7*; MCF7: -51.5*; SR: 1.9*; MOLT-4: -0.3*; MDA-MB-231: 31.8; MDA-MB-435: -83.1*

What do the screens show for `O=C(Cc1ccccc1Nc1c(Cl)cccc1Cl)Nn1c(O)c(C2=c3cc(Br)cc(Br)c3=NC2=O)sc1=S`?
K-562: 95.5; MDA-MB-468: 111.1; RPMI-8226: 99.6; MCF7: 94.8; SR: 72.1; MOLT-4: 76.9; MDA-MB-231: 112.4; MDA-MB-435: 108.0

Results for CC(=O)[C@@H]1CCC=C2CC[C@]3(C)[C@@H](CC[C@@H]4[C@@]5(C)CCCNC(C)(C)[C@@H]5CC[C@]43C)[C@H]21 ?
K-562: -44.6*; MDA-MB-468: -77.9*; RPMI-8226: -49.2*; MCF7: -72.9*; SR: -45.2*; MOLT-4: -46.4*; MDA-MB-231: -76.5*; MDA-MB-435: -71.1*

How did CCCCS(=O)(=O)Nc1ccc(Cl)cc1 do in these assays?
K-562: 101.5; MDA-MB-468: 119.1; RPMI-8226: 106.3; MCF7: 95.9; SR: 104.4; MOLT-4: 113.3; MDA-MB-231: 99.2; MDA-MB-435: 86.5

How did Oc1cccc(/C=N\Nc2ccccn2)c1 do in these assays?
K-562: 98.7; MDA-MB-468: 103.7; RPMI-8226: 98.9; MCF7: 73.7; SR: 99.5; MOLT-4: 91.2; MDA-MB-231: 88.6; MDA-MB-435: 96.2

Results for COc1ccccc1CNCCCN1C(=O)c2ccc3c4c(ccc(c24)C1=O)C(=O)N(CCCCNCCCN)C3=O ?
RPMI-8226: 10.6; MCF7: -41.7*; SR: 11.3; MOLT-4: -21.7*; MDA-MB-231: 9.1*; MDA-MB-435: -70.0*

How did C[C@H](O)[C@H]1CC[C@H]2[C@@H]3CC[C@@H]4C[C@H](O)CC[C@]4(C)[C@H]3CC[C@]12C do in these assays?
K-562: 94.2; RPMI-8226: 100.4; MCF7: 101.5; SR: 89.8; MOLT-4: 74.0; MDA-MB-231: 119.5; MDA-MB-435: 104.9

What do the screens show for `Oc1cc(O)c(Br)cc1Br`?
K-562: 97.5; MDA-MB-468: 100.7; RPMI-8226: 99.4; MCF7: 91.3; SR: 85.7; MOLT-4: 93.1; MDA-MB-231: 112.0; MDA-MB-435: 100.9

Results for Cc1cc(C)c(N=Nc2cc(C)c(N)cc2C)c(S(=O)(=O)O)c1 ?
K-562: 98.7; MDA-MB-468: 107.3; RPMI-8226: 90.4; MCF7: 88.7; SR: 98.0; MOLT-4: 88.2; MDA-MB-231: 86.2; MDA-MB-435: 104.7

Results for Cc1ccc(NCCN2CCCCC2)c2c(=O)c3ccccc3sc12 ?
K-562: 16.2; MDA-MB-468: 11.1; RPMI-8226: -17.1*; MCF7: -3.2*; SR: 15.3; MOLT-4: 11.4; MDA-MB-231: 28.3; MDA-MB-435: 31.4

What do the screens show for `CCOC(=O)C(=O)N(CCC(=O)O)c1ccccc1`?
K-562: 103.2; MDA-MB-468: 95.4; RPMI-8226: 99.8; MCF7: 99.2; SR: 97.1; MOLT-4: 102.6; MDA-MB-231: 98.6; MDA-MB-435: 105.8

What do the screens show for `Cc1cc(C)c(S(=O)(=O)NN)c(C)c1`?
K-562: 106.7; MDA-MB-468: 100.9; RPMI-8226: 111.6; MCF7: 95.1; SR: 102.0; MOLT-4: 94.4; MDA-MB-231: 93.4; MDA-MB-435: 108.4

How did CCn1c(=O)sc2cc(Cl)ccc21 do in these assays?
K-562: 98.3; MDA-MB-468: 117.0; RPMI-8226: 110.4; MCF7: 95.9; SR: 96.5; MOLT-4: 106.2; MDA-MB-231: 95.8; MDA-MB-435: 101.0

What do the screens show for `COC(=O)C[n+]1cccc2c3ccccc3ccc21`?
K-562: 66.5; MDA-MB-468: 14.8; RPMI-8226: 59.2; MCF7: 61.5; SR: 60.5; MOLT-4: 66.8; MDA-MB-231: 78.8; MDA-MB-435: 67.0

How did COc1cc(CNC(=O)/C=C/c2ccc3c(c2)OCO3)ccc1OCc1cn(-c2cccc(Cl)c2)nn1 do in these assays?
K-562: 100.6; MDA-MB-468: 86.8; RPMI-8226: 79.1; MCF7: 81.6; SR: 76.8; MOLT-4: 79.0; MDA-MB-435: 102.8

Results for CCCCOc1ccc(Nc2cc(Cl)ccc2C(=O)O)cn1 ?
K-562: 108.5&107.3; MDA-MB-468: 103.3&99.6; RPMI-8226: 93.2&57.8; MCF7: 106.6&99.5; SR: 96.1; MOLT-4: 107.8&94.6; MDA-MB-231: 111.2&113.2; MDA-MB-435: 107.4&105.2

Results for C[C@@H]1CC(=O)C2CCCC1C2=O (stereo not given in full) ?
K-562: 105.7; MDA-MB-468: 96.5; RPMI-8226: 100.1; MCF7: 96.2; SR: 92.6; MOLT-4: 99.4; MDA-MB-231: 115.1; MDA-MB-435: 107.2

What do the screens show for `O=C1NC(=O)[C@@H]2CC=CC[C@H]12`?
K-562: 121.3; MDA-MB-468: 108.2; RPMI-8226: 99.0; MCF7: 104.0; SR: 116.7; MOLT-4: 110.5; MDA-MB-231: 116.8; MDA-MB-435: 98.8

What do the screens show for `N#C/C(=C\c1cn(Cc2ccccc2)c2ccccc12)C(=O)Nc1ncc(Cc2ccccc2Cl)s1`?
K-562: 26.2; MDA-MB-468: -14.7*; RPMI-8226: 67.6; MCF7: 23.8; SR: 8.7*; MOLT-4: 61.0; MDA-MB-231: 19.8; MDA-MB-435: -15.1*

How did O=C1C2=C(C(=O)c3c(O)ccc(O)c31)N(c1ccc(N3CCOCC3)nc1)Cc1ccccc1O2 do in these assays?
K-562: -17.5*; MDA-MB-468: -60.8*; RPMI-8226: -20.6*; MCF7: -34.2*; MOLT-4: -24.4*; MDA-MB-231: -89.6*; MDA-MB-435: -28.6*

What do the screens show for `CCC(CCCCc1ccccc1)(C(=O)O)C(=O)O`?
K-562: 101.3; MDA-MB-468: 104.5; RPMI-8226: 106.3; MCF7: 90.7; SR: 97.3; MOLT-4: 98.8; MDA-MB-231: 107.8; MDA-MB-435: 103.8

What do the screens show for `Cc1nn(-c2cc(=O)[nH]c3ccc(Br)cc23)c(N)c1C#N`?
K-562: 107.7; MDA-MB-468: 118.8; RPMI-8226: 96.8; MCF7: 87.3; SR: 108.3; MOLT-4: 107.7; MDA-MB-231: 91.8; MDA-MB-435: 100.2

What do the screens show for `COc1cc(C)cc(C#N)c1O`?
K-562: 107.8; MDA-MB-468: 107.4; RPMI-8226: 108.6; MCF7: 103.2; SR: 101.4; MOLT-4: 107.6; MDA-MB-231: 76.2; MDA-MB-435: 102.9

What do the screens show for `CCN=C1C=CC(=C(c2ccc(N(CC)CC)cc2)c2ccc(N(CC)CC)cc2)c2ccccc21`?
K-562: -13.6*; MDA-MB-468: -74.1*; RPMI-8226: -39.8*; MCF7: -74.0*; SR: -7.9*; MOLT-4: -25.7*; MDA-MB-231: -8.3*; MDA-MB-435: -31.6*

What do the screens show for `CCc1ccc2[nH]c(=O)c(C(c3nnnn3Cc3ccc(F)cc3)N3CCN(C4CCCCC4)CC3)cc2c1` (stereo not given)?
K-562: 90.6; MDA-MB-468: 47.0; RPMI-8226: 82.5; MCF7: 80.4; SR: 87.5; MOLT-4: 51.7; MDA-MB-231: 105.3; MDA-MB-435: 98.5

How did COc1cccc(-c2nn(-c3ccccc3)cc2-c2ccnc(NCCCNS(=O)(=O)c3ccc(C)cc3)c2)c1 do in these assays?
K-562: 20.7; MDA-MB-468: 48.1; RPMI-8226: 37.1; MCF7: 35.6; SR: 29.3; MOLT-4: 24.8; MDA-MB-231: 35.4; MDA-MB-435: 50.8

Results for Fc1ccc(Cc2ccc(F)cc2)cc1 ?
K-562: 96.7; MDA-MB-468: 104.5; RPMI-8226: 107.8; MCF7: 99.0; SR: 115.8; MOLT-4: 94.5; MDA-MB-231: 107.5; MDA-MB-435: 113.6

Results for CCOC(=O)/C(C#N)=C\c1c(-c2cccc(NC(C)=O)c2)[nH]c2ccccc12 ?
MDA-MB-468: 100.0; RPMI-8226: 80.1; MCF7: 88.2; SR: 87.3; MOLT-4: 70.9; MDA-MB-231: 70.2; MDA-MB-435: 104.7

What do the screens show for `Cc1ccc(Cc2ccccc2C(=O)O)cc1`?
K-562: 115.2; MDA-MB-468: 101.7; RPMI-8226: 102.6; MCF7: 93.4; SR: 114.3; MOLT-4: 100.2; MDA-MB-231: 104.9; MDA-MB-435: 111.0

What do the screens show for `O=C(O)c1ccccc1Oc1cc(-c2ccco2)nc(OCCn2cncn2)n1`?
K-562: 71.8; MDA-MB-468: 81.8; RPMI-8226: 80.6; MCF7: 80.2; SR: 61.5; MOLT-4: 75.6; MDA-MB-231: 96.0; MDA-MB-435: 91.2

How did COc1ccc2cc(-c3ccnc4c(N=Nc5ccc(C)cc5)c(N)nn34)ccc2c1 do in these assays?
K-562: 84.0; MDA-MB-468: 96.3; RPMI-8226: 92.0; MCF7: 97.4; SR: 90.0; MOLT-4: 97.0; MDA-MB-231: 103.3; MDA-MB-435: 106.1

How did CC1(C)CC(=O)C2=C(C1)N(CCc1ccc(S(N)(=O)=O)cc1)C1=C(C(=O)CC(C)(C)C1)C2c1ccccc1[N+](=O)[O-] do in these assays?
K-562: 96.8; MDA-MB-468: 99.7; RPMI-8226: 101.0; MCF7: 89.9; SR: 98.7; MOLT-4: 108.6; MDA-MB-231: 90.5; MDA-MB-435: 100.4

What do the screens show for `O=S(=O)(O)c1cc(N=Nc2ccccc2)c(O)c2ccccc12`?
K-562: 114.5; MDA-MB-468: 91.9; RPMI-8226: 103.0; MCF7: 89.4; SR: 104.2; MOLT-4: 99.6; MDA-MB-231: 110.9; MDA-MB-435: 103.6

Arranged by number of heavy atoms (falling): 6 of the compounds above.
How did COc1cc(CNC(=O)/C=C/c2ccc3c(c2)OCO3)ccc1OCc1cn(-c2cccc(Cl)c2)nn1 do in these assays?
K-562: 100.6; MDA-MB-468: 86.8; RPMI-8226: 79.1; MCF7: 81.6; SR: 76.8; MOLT-4: 79.0; MDA-MB-435: 102.8

How did COc1ccc2cc(-c3ccnc4c(N=Nc5ccc(C)cc5)c(N)nn34)ccc2c1 do in these assays?
K-562: 84.0; MDA-MB-468: 96.3; RPMI-8226: 92.0; MCF7: 97.4; SR: 90.0; MOLT-4: 97.0; MDA-MB-231: 103.3; MDA-MB-435: 106.1

Results for CCOC(=O)/C(C#N)=C\c1c(-c2cccc(NC(C)=O)c2)[nH]c2ccccc12 ?
MDA-MB-468: 100.0; RPMI-8226: 80.1; MCF7: 88.2; SR: 87.3; MOLT-4: 70.9; MDA-MB-231: 70.2; MDA-MB-435: 104.7

Results for CCCCOc1ccc(Nc2cc(Cl)ccc2C(=O)O)cn1 ?
K-562: 108.5&107.3; MDA-MB-468: 103.3&99.6; RPMI-8226: 93.2&57.8; MCF7: 106.6&99.5; SR: 96.1; MOLT-4: 107.8&94.6; MDA-MB-231: 111.2&113.2; MDA-MB-435: 107.4&105.2

What do the screens show for `Cc1nn(-c2cc(=O)[nH]c3ccc(Br)cc23)c(N)c1C#N`?
K-562: 107.7; MDA-MB-468: 118.8; RPMI-8226: 96.8; MCF7: 87.3; SR: 108.3; MOLT-4: 107.7; MDA-MB-231: 91.8; MDA-MB-435: 100.2

How did CCn1c(=O)sc2cc(Cl)ccc21 do in these assays?
K-562: 98.3; MDA-MB-468: 117.0; RPMI-8226: 110.4; MCF7: 95.9; SR: 96.5; MOLT-4: 106.2; MDA-MB-231: 95.8; MDA-MB-435: 101.0
